Screening results deposited in PubChem BioAssay by several laboratories.
TRPC4 potent – allosterically enhances the mouse TRPC4 cation channel. Q9QUQ5. HEK293 TRPC4beta/mu-opioid, DAMGO EC20, Fluo-4 Ca2+ flux; hits give high values. B-score at 10 µM. actives 0.42% (n = 310,000);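 active = B-score of calcium response area above 5 SD of library B-scores, with initial fluorescence ratio within 5 SD of library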;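 also: B-score of integrated fluorescence ratio over time as area under calcium response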
Target sequence (Q9QUQ5 whole entry, looked up): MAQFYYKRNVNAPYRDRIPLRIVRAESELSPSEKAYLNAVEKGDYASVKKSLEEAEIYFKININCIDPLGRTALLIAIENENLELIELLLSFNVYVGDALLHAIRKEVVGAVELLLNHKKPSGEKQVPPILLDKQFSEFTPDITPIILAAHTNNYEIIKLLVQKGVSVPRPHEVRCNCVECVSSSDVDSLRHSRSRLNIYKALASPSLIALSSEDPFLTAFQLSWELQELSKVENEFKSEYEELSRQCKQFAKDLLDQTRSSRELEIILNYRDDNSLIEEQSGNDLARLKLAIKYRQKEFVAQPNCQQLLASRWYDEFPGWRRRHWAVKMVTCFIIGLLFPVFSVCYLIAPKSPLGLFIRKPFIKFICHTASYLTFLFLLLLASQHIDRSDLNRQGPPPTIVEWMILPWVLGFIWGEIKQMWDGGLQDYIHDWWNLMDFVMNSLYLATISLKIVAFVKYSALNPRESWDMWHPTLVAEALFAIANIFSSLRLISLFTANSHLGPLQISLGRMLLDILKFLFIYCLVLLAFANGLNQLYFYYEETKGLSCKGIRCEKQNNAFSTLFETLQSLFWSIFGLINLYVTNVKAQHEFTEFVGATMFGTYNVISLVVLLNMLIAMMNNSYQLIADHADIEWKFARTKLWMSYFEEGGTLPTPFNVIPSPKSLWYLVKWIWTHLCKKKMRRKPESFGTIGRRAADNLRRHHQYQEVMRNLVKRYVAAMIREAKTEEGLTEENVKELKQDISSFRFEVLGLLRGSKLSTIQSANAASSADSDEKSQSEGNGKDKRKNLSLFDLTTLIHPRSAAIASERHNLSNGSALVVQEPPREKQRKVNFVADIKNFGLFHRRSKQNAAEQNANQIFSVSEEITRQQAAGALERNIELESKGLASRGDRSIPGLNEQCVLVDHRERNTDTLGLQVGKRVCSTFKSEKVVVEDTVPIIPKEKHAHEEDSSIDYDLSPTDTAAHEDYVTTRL
MrgX1 allo act – allosterically activates human MrgX1 receptor signaling. AID 588675. B-score at 10 µM. actives 0.63% (n = 310,000). MrgX1-HEK293, Fluo-4 calcium flux, FDSS; hits give high values;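 active = plate-corrected calcium response at least 3 library SD above typical, normal starting fluorescence, not activating the receptor alone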;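 also: compound read alongside a low EC10 to EC30 dose of BAM8-22 agonist; peak minus trough fluorescence over baseline measured at the second addition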
MrgX1 antagonist – antagonists of human MrgX1 receptor | B-score at 10 µM | MRGX1-HEK293 calcium flux, Fluo-4, BAM8-22 antagonism; hits give low values | Q96LB2 | actives 1.3% (n = 310,000);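 active = calcium-response B-score plate-corrected more than 3 library SD below zero, starting fluorescence within 5 deviations, no agonist response on first addition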;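 also: peak minus trough fluorescence over baseline after final BAM8-22 challenge near maximal dose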
HIF activator – HIF pathway transcriptional activation | U2OS HRE-luciferase reporter, luminescence; normalized: DMSO 0%, desferrioxamine 100% | AID 1910 | actives 0.32% (n = 300,000) | activation, % at 7.5 µM (by protocol);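 active = mean activation of at least 10% of the iron chelator positive control signal, with at least half of replicates also reaching 10%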
TRPC4 agonist – activators of mouse TRPC4 channel. Q9QUQ5. HEK293 TRPC4beta/mu-opioid, Fluo4 calcium fluorescence; hits give high values. B-score at 10 µM. actives 0.49% (n = 310,000). AID 2237;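 active = B-score above 5 SD of library B-scores, and initial fluorescence ratio not above library mean plus 5 SD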;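 also: positive B-score marks a calcium rise read as TRPC4 activation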
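Material: HEK293 stable line with TRPC4beta plus mu-opioid receptor; technique: Fluo4 calcium-sensitive dye fluorescence, kinetic, 1 Hz baseline; timing: Fluo4 dye loading 45 min at room temperature, 110 s recording; controls: assay buffer as low control, maximal DAMGO as high control; read-out: integrated baseline-normalised fluorescence ratio, converted to per-well B score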
AI-2 QS modul – modulates the Vibrio harveyi AI-2 quorum sensing system; Vibrio harveyi JMH597 AI-2 luminescence/OD600 ratio, 9 h; hits give low values; strain lacks LuxN and CqsS sensors; 0 = neutral-control median; activity change, % at 7.5 µM; actives 0.4% (n = 300,000); AID 2094; in the data active = activity change below about -75%, passing the limit was not always enough;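 also: luminescence divided by OD600 gain over 9 h not by final OD600 alone; inactives centre near 13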
TRPC4 inh – blocks the mouse TRPC4 cation channel | HEK293 TRPC4beta/mu-opioid, DAMGO-evoked Fluo4 calcium flux; hits give low values | AID 2247 | B-score at 10 µM | actives 0.39% (n = 300,000) | Q9QUQ5;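 active = B-score over 3 SD under the library average, no early fluorescence shift, positive overall ratio signal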
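Signal: kinetic Fluo4 fluorescence imaging of calcium influx. Material: stable TRPC4beta/mu-opioid receptor HEK293 cells. Probe or stimulus: DAMGO in two steps, submaximal then maximal.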
TRPC6 activator – mouse TRPC6 channel activation. HEK293-TRPC6 membrane potential dye fluorescence; hits give high values. actives 0.13% (n = 310,000). AID 2550. B-score at 10 µM;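 active = B-score of the integrated fluorescence ratio above library mean plus 3 SD, and starting fluorescence ratio within library mean plus 5 SD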;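 also: higher score means more depolarization so channel activation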
PolyA inh – yeast polyadenylation inhibition; S. cerevisiae SKY197-pL101 polyadenylation reporter, beta-gal luminescence; efflux-impaired pdr1/pdr3 knockout yeast; score 100 = 6 SD above DMSO; calls only at 12 µM; actives 0.02% (n = 300,000);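 active = lowest replicate activity score at least 50, where 100 means six control SD above control mean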;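 also: yeast exposed to compound for 9 h at 30 °C; higher score means more reporter readthrough which indicates perturbed polyadenylation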
TRPC6 inh – blocks the mouse TRPC6 cation channel | HEK293-TRPC6, membrane potential dye, ACh-evoked depolarization; hits give low values | B-score at 10 µM | actives 1.1% (n = 310,000);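 active = B-score under library mean minus 3 SD, initial fluorescence not abnormally high, positive integrated signal ratio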;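 also: B-score derived from integrated fluorescence ratio over the kinetic read; more negative B-score means stronger inhibition of depolarization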
MrgX1 ag – human MrgX1 receptor agonism, primary screen. Q96LB2. MrgX1-HEK293 cells, Fluo-4 calcium fluorescence, agonist mode; hits give high values. B-score at 10 µM. actives 0.44% (n = 310,000). AID 588627;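 active = calcium response B-score plate-corrected fluorescence ratio at least 3 library SD, with starting fluorescence B-score inside 5 SD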
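Test system: HEK293 cells stably expressing human MrgX1 receptor; amount: 15,000 cells per well; doses: compound delivered in addition one of three; times: overnight plating before 1 h dye loading; detection: Fluo-4 NW calcium-flux fluorescence, kinetic read; read-out basis: B-scored fluorescence response ratio; controls: positive and negative controls per plate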
Active calls of the source: *; i = inactive; . = no result given. A portion of the library (hit frequency here may not be typical).

Order of results: TRPC4 potent | MrgX1 allo act | MrgX1 antagonist | HIF activator | TRPC4 agonist | AI-2 QS modul | TRPC4 inh | TRPC6 activator | PolyA inh | TRPC6 inh | MrgX1 ag
COc1cccc(NC(=O)NNC(=O)COc2ccc3ccccc3c2)c1
  i | i | i | 0.3 | i | 8 | i | i | i | i | i
ON=Cc1cccn1-c1ccccc1
  i | i | i | 0.0 | i | 5 | i | i | i | i | i
CCCCCn1c(=O)[nH]c2cc(C(=O)NCCN3CCC(C)CC3)ccc2c1=O
  i | i | i | -0.3 | i | 14 | i | i | i | i | i
Nn1c(-c2ccc(O)cc2)nnc1-c1ccc(O)cc1
  i | i | i | -0.4 | i | 8 | i | i | . | i | i
COc1cccc(CNC(=O)C(C)n2ccc3cc(S(=O)(=O)N4CCCC4)ccc32)c1 (stereo not given)
  i | i | i | -0.4 | i | -3 | i | i | i | i | i
CCOc1ccc2[nH]c(=O)c(CN(Cc3nnnn3Cc3ccco3)C3CCCCC3)cc2c1
  i | i | i | 0.2 | i | 20 | i | i | i | i | 27*
COCCNC(=S)N1CCN(c2nc(-c3ccc(Cl)cc3)cs2)CC1
  i | i | i | -0.9 | i | . | i | i | i | i | i
CN1c2ccsc2C(=O)/C(=C\Nc2cccc(C(F)(F)F)c2)S1(=O)=O
  i | i | i | -0.1 | i | 22 | i | i | i | i | i
CC(C)NC(=O)C(c1ccc(F)cc1)N(C(=O)CCC(=O)Nc1ccccn1)c1ccccc1F (stereo not given)
  i | i | i | -0.7 | i | . | i | i | i | i | i
O=C(NCc1cccs1)C1CC(c2ccc(Cl)cc2)=NO1 (stereo not given)
  i | i | i | 0.4 | i | 19 | i | i | i | i | i
Cn1ncc(Br)c1C(=O)NC1C2CC3CC(C2)CC1C3 (stereo not given)
  i | i | i | -0.5 | i | 17 | i | i | i | i | i
CN1CN(C)c2cccc3cccc1c23
  i | i | i | 0.3 | i | 2 | i | i | i | i | i
Oc1ccc2[nH]cnc2c1CN1CCCCC1
  i | i | i | -1.2 | i | 13 | i | i | i | i | i
CC(C)C(=O)Nc1nnc(SCC(=O)NCc2ccc3c(c2)OCO3)s1
  i | i | i | 0.1 | i | 29 | i | i | i | i | i
CCCCc1nc2sc3c(c2c(=O)[nH]1)CCC3
  i | i | i | 0.8 | i | 27 | i | i | i | i | i
O=C(Cn1c2[n+](c3ccccc31)CC(O)CS2)c1ccccc1 (stereo not given)
  i | i | i | 0.3 | i | 2 | i | i | i | i | i
Cc1ccc(OCC(=O)NCCc2nc3ccccc3[nH]2)c(C)c1
  i | i | i | -0.5 | i | 25 | i | i | i | i | i
COCCN(C(=O)C(C)C)c1nnc(-c2ccc(C(C)(C)C)cc2)s1
  i | i | i | 1.0 | i | 7 | i | i | i | i | i
CCn1c(=O)c(-c2nc3ccccc3[nH]2)c(O)c2ccccc21
  i | i | i | -0.2 | i | 7 | i | i | i | i | i
CCOC(=O)CN(C(=O)CSc1nnc(CNc2ccc(F)cc2)o1)c1ccccc1
  i | i | i | -0.2 | i | 15 | i | i | i | i | i
O=C(c1noc2c1CCCCC2)N1CCOCC1
  i | i | i | 0.3 | i | 28 | i | i | i | i | i
O=c1oc2c(CN3CCN(CCO)CC3)c(O)ccc2cc1-c1ccccn1
  i | i | i | -0.2 | i | 5 | i | i | i | i | i
COc1ccc(C2=NN(C(=O)CCCC(=O)O)C(c3cccs3)C2)cc1OC (stereo not given)
  i | i | i | -0.1 | i | 30 | i | i | i | i | i
Clc1ccc(-c2cn3c(n2)-c2ccccc2C3)cc1Cl
  i | i | i | 0.1 | i | 35 | i | i | i | i | i
CCCC(=O)N1CCN(c2ccc(NC(=O)c3cccs3)cc2)CC1
  i | i | i | -0.1 | i | 12 | i | i | i | i | i
CCOc1c(C(N)=O)cc([N+](=O)[O-])cc1[N+](=O)[O-]
  i | i | i | -0.1 | i | 20 | i | i | i | i | i
O=C(O)c1ccc(Nc2cccc(F)c2)c([N+](=O)[O-])c1
  i | i | i | -0.6 | i | 71 | i | i | i | i | i
O=C(CN(Cc1ccc(Cl)cc1)C(=O)CNS(=O)(=O)c1ccc(F)cc1)NCC1CCCO1 (stereo not given)
  i | i | i | 0.0 | i | 8 | i | i | i | i | i
Cc1nn2c3c(cnc2c1-c1ccccc1)C(=O)CC(c1ccccc1)C3 (stereo not given)
  i | i | -5* | 0.1 | i | 14 | i | i | i | i | i
O=C(Nc1cccc([N+](=O)[O-])c1)C(=O)N1CCCCC1
  i | i | i | 1.8 | i | 20 | i | i | i | i | i
CCOc1ccc(OCC)c(NC(=O)CN(C)S(=O)(=O)c2ccc3nc(C)sc3c2)c1
  i | i | i | 0.6 | i | 9 | i | i | i | i | i
CCOC(=O)Cc1csc(NC(=O)c2ccc(Br)s2)n1
  i | i | i | 0.5 | i | 7 | i | i | i | i | 31*
NNC(=O)CNc1ccccc1Cl
  i | i | i | -0.3 | i | 12 | i | i | i | i | i
O=C(Nc1cccc(C(F)(F)F)c1)c1ccccc1NC(=O)C1CCCCC1
  i | i | i | -0.2 | i | 22 | i | i | i | i | i
COC(=O)CCN(C(=O)c1cccc(OC(C)=O)c1)c1ccccn1
  i | i | i | -1.8 | i | 11 | i | i | i | i | i
CC1CCN(S(=O)(=O)c2ccc(N=NC3=C(O)CC(C)(C)CC3=O)cc2)CC1
  i | i | i | -0.3 | i | -4 | i | i | i | i | i
Cc1ccc(S(=O)(=O)NCc2ccccc2)cc1C(=O)N1CCCCCCC1
  i | i | i | -0.2 | i | 0 | i | i | i | i | i
O=[N+]([O-])c1cc(/C=N/n2c(-c3cccnc3)n[nH]c2=S)ccc1Cl
  i | i | i | 0.3 | i | 36 | i | i | i | i | i
Cc1ccc(SCC(=O)OCC(=O)Nc2ccc3[nH]c(=O)[nH]c3c2)cc1C
  i | i | i | 2.1 | i | 23 | i | i | i | i | i
COC(=O)c1cccc(Nc2cc(C)nc(-c3ccccc3O)n2)c1
  i | i | i | . | i | 18 | i | i | i | i | i
O=C(CNC(=O)c1ccncc1)N/N=C/c1cccc([N+](=O)[O-])c1
  i | i | i | 0.4 | i | 15 | i | i | i | i | i
COc1ccc(N2C(=O)CSC2c2cccc(OC)c2OC)cc1 (stereo not given)
  i | i | i | 0.4 | i | 5 | i | i | . | i | i
CCOC(=O)c1c(C)oc2ccc(OCc3cc(C(=O)OC)oc3C)cc12
  i | i | i | -0.3 | i | 7 | i | i | i | i | i
CNC(=O)COc1coc(CN2CCN(c3ccccc3)CC2)cc1=O
  i | i | i | 0.4 | i | 18 | i | i | i | i | i
O=C(/C=C/c1cnc2ccccc2n1)NC1CCCCCC1
  i | i | i | 1.2 | i | 15 | i | i | i | i | i
COc1ccc(C(C(O)C(=O)c2c[nH]c3ccccc23)N2CCN(c3ccc(OC)cc3)CC2)cc1 (stereo not given)
  i | i | i | -0.5 | i | -11 | i | i | i | i | i
COc1ccc(CSc2nncn2N)cc1[N+](=O)[O-]
  i | i | i | 0.0 | i | 34 | i | i | i | i | i
COc1ccc(C(=O)c2ccccc2)c2c(O)ccc(C(=O)c3ccccc3)c12
  i | i | i | 0.7 | i | 7 | i | i | i | i | i
Cc1ccc(CC(NC(=O)c2ccccc2)C(=O)NC(C)C(=O)O)cc1 (stereo not given)
  i | i | i | -0.2 | i | 18 | i | i | i | i | i
CCOC(=O)N1CCN(CCC(=O)Nc2ccccc2)CC1
  i | i | i | -0.7 | i | 14 | i | i | i | i | i
COc1ccc(CC(=O)Nc2cccc(-c3ccc4nncn4n3)c2)cc1OC
  i | i | i | -1.0 | i | 43 | i | i | i | i | i
CCCn1c(SCC(=O)Nc2c(C)cccc2C)nnc1C(C)C
  i | i | i | -0.5 | i | 14 | i | i | i | i | i
CCN(CC)S(=O)(=O)c1ccc(NC(=S)NC(=O)CC(C)C)cc1
  i | i | i | -0.6 | i | 5 | i | i | i | i | i
COc1ccc(C(=O)c2ccc(OC)cc2OC)cc1
  i | i | i | 2.7 | i | 6 | i | i | i | i | i
CCOC(=O)c1sc2nc(C)c([N+](=O)[O-])c(COC)c2c1N
  i | i | i | 0.3 | i | 12 | i | i | i | i | i
O=C(Nc1ccccc1C(=O)Nc1ccncc1)c1ccc([N+](=O)[O-])cc1
  i | i | i | 0.3 | i | 46 | i | i | i | i | i
O=C(OCC(=O)N1CCN(c2ccccc2)CC1)c1ccccc1[N+](=O)[O-]
  i | i | i | 2.4 | i | 23 | i | i | i | i | i
COc1cccc(NS(=O)(=O)c2ccc(C)c(C(=O)N3CCCCC3)c2)c1
  i | i | i | 0.0 | i | -1 | i | i | i | i | i
COc1ccc2nc(NC(=O)CCN3C(=O)c4ccccc4C3=O)sc2c1
  i | i | i | 0.3 | i | 40 | i | i | i | i | i
COc1ccc(OC)c(Nc2ccc(C(=O)O)cc2[N+](=O)[O-])c1
  i | i | i | -0.1 | i | 32 | i | i | i | i | i

The listing continues.
Order of results: TRPC4 potent | MrgX1 allo act | MrgX1 antagonist | HIF activator | TRPC4 agonist | AI-2 QS modul | TRPC4 inh | TRPC6 activator | PolyA inh | TRPC6 inh | MrgX1 ag
Cc1nc2c(Cl)c(C)nn2c2c1CCC2
  i | i | i | -0.4 | i | 12 | i | i | i | i | i
CCOCC(=O)N1CCN(Cc2ccc3c(c2)OCO3)CC1
  i | i | i | -0.5 | i | 14 | i | i | i | i | i
COc1ccccc1/C=C/C(=O)OC(C)CN1CCCCC1 (stereo not given)
  i | i | i | -0.3 | i | 0 | i | i | i | i | i
CCCCCC(=O)N1CCN(CCN=CC2=C(O)CC(c3cccs3)CC2=O)CC1 (stereo not given)
  i | i | i | -0.1 | i | -4 | i | i | i | i | i
CC(=C/c1ccccc1)/C=N/NC(=O)c1cc(C)oc1C
  i | i | i | 3.0 | i | 12 | i | i | i | i | i
COc1ccc(OC)c(S(=O)(=O)n2ccnc2C(C)C)c1
  i | i | i | 0.1 | i | 4 | i | i | i | i | i

Entries above marked active in MrgX1 ag.
Structure	TRPC4 potent	MrgX1 antagonist	AI-2 QS modul	TRPC4 inh	TRPC6 activator	PolyA inh	MrgX1 ag
CCOc1ccc2[nH]c(=O)c(CN(Cc3nnnn3Cc3ccco3)C3CCCCC3)cc2c1	i	i	20	i	i	i	27*
CCOC(=O)Cc1csc(NC(=O)c2ccc(Br)s2)n1	i	i	7	i	i	i	31*
